# TROY signal inh – inhibitors of TROY-dependent NF-kB signaling. Q293 LMP1-TROYcd NF-kB luciferase reporter, 4 h. inhibition, % at 10 µM. actives 0.98% (n = 360,000);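 active = compounds whose plate-normalised and pattern-corrected inhibition of the luciferase reporter signal at the single screening dose is 50% or more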
# TWEAK Fn14 block – inhibitors of TWEAK-Fn14 interaction signaling. actives 2% (n = 360,000). inhibition, % at 10 µM. TWEAK-stimulated Fn14 reporter cells, luciferase luminescence, 8 h; in the data active = inhibition above about 50%
# NCOA1 inh – inhibitors of human steroid receptor coactivator 1 (SRC1) | Q15788 | HEK293 GAL4-SRC1 luciferase reporter, luminescence | inhibition, % at 3.6 µM | actives 0.12% (n = 360,000) | AID 588354;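 active = inhibition above the campaign mean plus 3 SD, with each screening campaign given its own cutoff, cut at about 60% in these data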;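 also: 0% = DMSO treated cells and 100% = gossypol at 36 µM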
# CF NFkB inh – inhibitors of cystic fibrosis induced NF-kB. KKLEB NF-kB-GFP reporter, PAF-induced, GFP fluorescence overnight. inhibition, % at 5 µM. actives 0.86% (n = 360,000);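 active = at least 50% inhibition at 5 µM, scaled per plate between neutral and stimulator controls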;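 also: PAF is a Pseudomonas aeruginosa culture filtrate used as stimulus; plate controls were PAF-stimulated DMSO wells for no effect and unstimulated DMSO wells for full effect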
# KKLEB cytotox – reduces viability of KKLEB cystic fibrosis airway cells | KKLEB CF airway cells viability, ATPlite luminescence, overnight; active compounds read low; cells stimulated with P. aeruginosa culture filtrate | actives 0.36% (n = 360,000) | activity change (cytotoxicity), % at 5 µM;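 active = corrected activity change at or below -50% at 5 µM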
# EBV LMP1 NFkB – reduces LMP1-driven NF-kappaB luciferase signal; inhibition, % at 12.5 µM; AID 504558; LMP1-induced NF-kappaB luciferase reporter cells, luminescence; actives 0.69% (n = 350,000); in the data active = inhibition above about 41%;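 also: 0% = neutral control wells and 100% = reference inhibitor control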
# TRAIL sens C8 – sensitizes caspase-8 expressing cells to TRAIL | actives 1% (n = 360,000) | inhibition (viability loss, TRAIL sensitization), % at 10 µM | NB7+C8 cells + TRAIL, ATPlite viability luminescence;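 active = compounds causing at least 50% loss of cell viability in the single-dose screen, relative to plate controls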
# NR2F2 inh – NR2F2 (human) inhibition, primary screen. P24468. HEK293T NGFI-A luciferase reporter, luminescence. inhibition, % at 8.6 µM. actives 0.7% (n = 370,000). AID 686940;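 active = inhibition above a per-plate cutoff, mean inhibition of test wells between control levels plus 3 SD, cut at about 38% in these data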;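 also: cells cotransfected with COUP-TFII expression vector driving the NGFI-A reporter; 0% = median of COUP-TF2 test wells and 100% = reporter-only cells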
# Target sequence (P24468 whole entry, looked up): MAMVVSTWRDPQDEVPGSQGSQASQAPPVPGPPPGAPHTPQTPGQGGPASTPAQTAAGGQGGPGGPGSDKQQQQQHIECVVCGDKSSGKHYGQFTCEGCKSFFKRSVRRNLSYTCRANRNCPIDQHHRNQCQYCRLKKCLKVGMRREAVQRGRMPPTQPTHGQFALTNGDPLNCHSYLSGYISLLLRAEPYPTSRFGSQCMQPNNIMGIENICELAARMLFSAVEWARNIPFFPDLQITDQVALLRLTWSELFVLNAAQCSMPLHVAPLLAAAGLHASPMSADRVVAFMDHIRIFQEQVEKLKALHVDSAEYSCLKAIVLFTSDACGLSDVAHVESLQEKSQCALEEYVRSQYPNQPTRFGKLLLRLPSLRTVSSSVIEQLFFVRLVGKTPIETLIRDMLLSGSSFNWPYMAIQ
# NR5A2 inv ag – suppresses constitutive activity of human LRH-1 | O00482 | HEK293T StAR-luciferase reporter, LRH-1 transfected, 24 h | inhibition, % at 3.6 µM | actives 0.13% (n = 360,000);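 active = inhibition above the mean inhibition of all tested compounds plus 3 SD, cut at about 73% in these data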;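 also: 0% = DMSO wells and 100% = reporter-only cells lacking LRH-1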
# Target sequence (O00482 whole entry, looked up): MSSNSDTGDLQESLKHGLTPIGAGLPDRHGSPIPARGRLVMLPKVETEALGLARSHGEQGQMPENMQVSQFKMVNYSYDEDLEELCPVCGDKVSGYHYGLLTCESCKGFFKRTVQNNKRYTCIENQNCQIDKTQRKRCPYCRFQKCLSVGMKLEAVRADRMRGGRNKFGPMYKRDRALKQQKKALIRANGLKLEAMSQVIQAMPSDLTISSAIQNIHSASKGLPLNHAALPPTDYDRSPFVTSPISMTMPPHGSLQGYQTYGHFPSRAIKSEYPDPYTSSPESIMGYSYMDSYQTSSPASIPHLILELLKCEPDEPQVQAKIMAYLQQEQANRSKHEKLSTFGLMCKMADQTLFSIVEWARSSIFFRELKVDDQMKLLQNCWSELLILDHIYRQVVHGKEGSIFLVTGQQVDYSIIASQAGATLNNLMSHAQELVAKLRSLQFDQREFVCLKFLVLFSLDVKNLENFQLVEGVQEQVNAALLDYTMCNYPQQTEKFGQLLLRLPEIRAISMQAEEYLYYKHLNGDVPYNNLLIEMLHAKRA
# NCOA2 inhibitor – inhibits human steroid receptor coactivator 2; inhibition, % at 9 µM; actives 0.17% (n = 370,000); HEK293 GAL4-SRC2 luciferase reporter, luminescence; Q15596; AID 651957;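 active = inhibition above the mean inhibition of all tested compounds plus 3 SD, set per campaign, cut at about 52% in these data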;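 also: 0% = DMSO treated cells and 100% = cells given Gossypol at 36 µM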
# NCOA3 inh – inhibits human SRC3 coactivator | Q9Y6Q9 | HEK293 GAL4-SRC3 luciferase reporter, luminescence | inhibition, % at 3.6 µM | actives 0.17% (n = 360,000);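 active = inhibition above a per-campaign cutoff, the mean of all compounds plus 3 SD, cut at about 60% in these data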;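 also: 0% = DMSO-treated cells and 100% = gossypol-treated cells at 36 µM; higher means less SRC3-driven luciferase light from the GAL4 reporter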
# * hit, by the source's call; x = no result given.
SMILES,TROY signal inh,TWEAK Fn14 block,NCOA1 inh,CF NFkB inh,KKLEB cytotox,EBV LMP1 NFkB,TRAIL sens C8,NR2F2 inh,NR5A2 inv ag,NCOA2 inhibitor,NCOA3 inh
N#CC1(NC(=O)COc2ccc(C(N)=O)cc2)CCCC1,14,11,-12,-9,6,6,2,12,10,13,6
Cc1cccc(Cc2nnc(NC(=O)c3cccc(S(=O)(=O)N4CCOCC4)c3)s2)c1,5,10,-16,0,8,4,-17,-6,5,1,-7
CCCCCOc1ccc(NC(=O)C(=O)NCCCn2ccnc2)cc1,-14,9,10,-108,4,5,19,4,10,-8,24
COc1ccc(-c2noc(CCC(=O)N3CCN(c4ccccc4OC)CC3)n2)cc1,21,20,4,-6,4,-5,-7,0,-13,18,-4
Cc1nc(N2CCN(c3ccccc3)CC2)nc2c1C(=O)CC(C)C2 (stereo unspecified),-2,-10,8,-16,16,13,-2,6,-10,-16,10
NS(=O)(=O)c1cccc(NC(=O)CSc2nnnn2-c2ccccc2)c1,7,-7,-5,7,-2,5,-3,14,2,6,9
COc1cccc(CNC(=O)COC(=O)CCCNC(=O)c2ccc(Cl)cc2)c1,11,-34,-5,5,9,-4,-5,-6,5,-6,13
COCCN(Cc1ccccc1)C(=O)c1cccc(S(=O)(=O)N(C)c2c(C)n(C)n(-c3ccccc3)c2=O)c1,2,-14,-9,-6,4,-5,8,16,5,-12,-1
O=c1c2ccccc2cnn1-c1ccc(Cl)cc1,-55,44,-94,-14,9,-12,18,-20,-63,-65,-61
Cc1ccc(-n2nnnc2SCC(=O)Nc2nc(-c3ccc(F)cc3)cs2)cc1C,2,-31,-9,37,-48,11,1,-8,1,14,-26
CC(C)COc1ccc(CNC(=S)Nc2ccccc2)cc1Cl,37,-1,-4,-7,-15,10,0,34,-2,-17,-14
CCOC(=O)C1CCCN(S(=O)(=O)c2cc(Br)cc3c2N(C(=O)CC)CC3)C1 (stereo unspecified),36,18,-3,15,8,-7,-26,25,14,9,-8
CC1(C(=O)NS(=O)(=O)c2ccccc2)CCN1C(=O)C/C=C/c1ccccc1 (stereo unspecified),-5,-7,0,0,-7,x,0,-12,-15,5,-8
CCOC(=O)CCC(NC(=O)CCC(=O)NC(CCC(=O)OCC)C(=O)OCC)C(=O)OCC (stereo unspecified),8,-20,5,12,-7,-11,-11,-12,6,-11,14
COCc1cc(C)nc(SCC(=O)Oc2ccc(Cl)cc2)c1C#N,-37,-26,9,5,-1,-2,-13,-20,8,-15,-18
CCOc1ccc(C2Nc3ccccc3C(CC)(CC)O2)cc1 (stereo unspecified),6,0,7,-16,13,-7,-4,11,-14,-7,10
CC(C)(C)c1nnc(NC(=O)C2c3ccccc3Oc3ccccc32)s1,11,4,-4,9,1,-2,-9,6,6,13,-10
CCN(CC)CCSc1nc2ccccc2n1Cc1ccccc1,11,-1,14,1,-6,2,22,19,-30,-5,-27
CC1=NN(C(N)=S)C(=O)C1N=Nc1ccccc1 (stereo unspecified),-38,-9,-71,-2,-6,-20,8,4,-3,12,-26
Cc1nc(SCC(=O)N2CCOCC2)c2c(=O)n(C)c(=O)n(CC(C)C)c2n1,-2,-2,7,-2,-2,0,-6,-1,2,-5,7
COC(=O)c1ccccc1NC(=O)COC(=O)c1cccnc1,-6,1,-11,5,13,11,3,3,7,7,6
COc1ccc(OC)c(C(c2nnnn2C(C)(C)C)N2CCc3ccccc3C2)c1 (stereo unspecified),-5,-3,-26,8,1,4,16,-9,17,-32,6
COc1nc(NCCc2ccc(OC)c(OC)c2)nc(OC)n1,-2,-12,6,1,2,9,-10,7,7,-1,4
CSc1ncccc1C(=O)Nc1ccc(S(=O)(=O)N2CCCC2)cc1,-4,5,14,-15,13,2,12,10,4,4,5
Cc1ccccc1-c1nc(CN2CCC(C(=O)NCCCN3CCOCC3)CC2)c(C)o1,-11,18,12,12,7,-7,1,-12,-2,-3,-12
Cc1ccsc1CN(C)CC(=O)Nc1ccc([N+](=O)[O-])cc1Cl,15,-3,-3,-26,1,-1,-4,5,22,4,8
CN(C[C@H](Cc1ccccc1)N(C[C@H](CC1CCCCC1)N(CCc1ccccc1)N=O)N=O)N=O,19,13,3,14,-14,-6,14,18,5,15,-17
COc1ccc(F)cc1-c1cc(C(=O)NC2CCCCC2)[nH]n1,-55,-27,-34,-12,2,x,16,-9,-55,-24,-29
Cc1cc(C)c(NC(=O)CSc2nc3ncc(Br)cc3[nH]2)c(C)c1,-13,29,-2,16,3,1,7,11,21,-19,-9
Cc1ccccc1NC(=O)COC(=O)C1CC2CCCC(C1)C2=O (stereo unspecified),-2,-5,-4,11,-1,0,2,-2,5,-8,12
COC(=O)CSc1nnc(COc2ccc3ccccc3c2)o1,0,-16,1,-2,2,-1,-13,18,5,6,11
COc1ccccc1C(=O)NCCC(=O)N(C)CC(=O)Nc1ccc(Cl)cc1,-1,7,-16,-29,15,-4,-7,-10,-39,1,4
Cc1cccc(OCc2nnc(SC(C)C(=O)O)n2-c2ccccc2)c1 (stereo unspecified),-28,-12,18,-19,5,-3,-6,1,18,-12,4
CCOc1ccc(NC(=O)CSc2nc(=O)n(CCN3CCOCC3)c3c2CCCC3)cc1,0,-7,7,-3,1,1,-6,-5,2,-12,2
CN1C(=O)c2ccccc2C(C(=O)O)C1c1cccc([N+](=O)[O-])c1 (stereo unspecified),2,-7,-19,3,1,4,-7,-10,10,-21,9
CCCc1cc(=O)n2c([nH]c3ccccc32)c1C#N,-21,-15,-18,13,3,4,5,13,-6,-22,-6
COc1cc2c(cc1OC)CN(C(=O)/C=C/c1cccc([N+](=O)[O-])c1)CC2,-8,23,4,4,-2,7,-2,-2,-3,-7,-12
O=C(Nc1ccccc1C(F)(F)F)c1cc2ccccc2o1,-72,-27,-91,0,4,-23,25,-63,-145,-46,-114
Cc1ccsc1/C=N/NC(=O)CSCc1ccc(Cl)cc1,-62,-27,-4,8,-3,4,-8,-1,-14,4,17
COc1cccc(OCC(=O)O/N=C(\N)c2ccncc2)c1,-13,-23,-19,6,4,-20,2,-15,-34,-23,-40
COC1OC(COC(=O)c2ccccc2)C(OC(=O)c2ccccc2)C1OC(=O)c1ccccc1 (stereo unspecified),5,11,11,-8,-11,-6,11,14,9,1,-1
COCCCN1C(=O)N(c2ccc(F)cc2)C(=O)C1CC(=O)Nc1ccccc1 (stereo unspecified),4,21,10,10,3,2,10,0,12,3,4
CCCCn1nnnc1C(c1ccccc1)N1CCN(c2ccc(F)cc2)CC1 (stereo unspecified),3,7,x,x,x,x,5,-4,-14,19,x
O=C(NC1CC2CCCC(C1)N2Cc1ccco1)NC12CC3CC(CC(C3)C1)C2 (stereo unspecified),5,-6,14,19,-2,-3,-9,4,-16,10,14
COc1ccc(C(=O)Nc2ccc(OCC(=O)N3CCOCC3)cc2)c(OC)c1OC,-27,-2,-14,-1,4,1,3,-1,-6,1,-35
O=C(NC1CCCc2ccccc21)c1cc(Cl)ccn1 (stereo unspecified),4,1,5,1,4,-7,8,6,12,5,-16
CCOc1ccc(/C=N/NC(=O)c2cccc3ccccc23)c(OCC)c1,-15,8,9,-16,1,-19,-12,-8,-15,-1,-12
COc1ccc(-c2cc(-c3ccccc3)nc(SCC(=O)Nc3nccs3)c2C#N)cc1,-51,-14,8,11,-29,-12,4,4,-2,-6,-2
CCn1cc(/C=N/NC(=O)c2ccc3c(c2)OCO3)cn1,-23,15,-34,3,-10,-3,-1,-16,-39,4,-5
Cn1c(=O)c(/C=C/c2ccc(F)cc2)nc2ccccc21,-32,-15,-54,-31,4,-7,6,-30,-15,-44,-54
CCN(CC)CCN(Cc1cc2ccc(C)cc2[nH]c1=O)C(=O)Nc1ccc(Cl)cc1,-5,-7,0,10,-1,-4,2,10,-3,-23,-10
Cc1cc2cc(CNC(=S)Nc3ccc(OC(F)F)cc3)ccc2[nH]1,-16,-16,3,-29,8,1,-2,16,-1,-14,-4
O=C(CSc1ncc(-c2ccccc2)nn1)NCc1ccco1,-9,24,-42,9,3,9,2,-4,-8,-10,-15
COc1ccc(OC)c(N(CC(=O)N2CCc3ccccc3C2)S(C)(=O)=O)c1,-4,-4,-5,19,-8,-25,-5,6,14,10,-2
CCc1ccc(NS(=O)(=O)c2c(C(=O)N3CCCCCC3)c(C)n(C)c2C)cc1,16,-15,15,-5,-2,2,6,7,16,5,12
O=C(N/N=C/c1ccccc1O)NC12CC3CC(CC(C3)C1)C2,2,-10,-41,-1,15,-32,14,-23,-36,-34,-53
Cc1nc(SCC(=O)c2ccc(F)c(F)c2)[nH]c(=O)c1Oc1ccc(F)cc1,9,10,2,-6,12,-3,8,3,16,-11,11
O=C(Nc1ccc(S(=O)(=O)Nc2cnc3ccccc3n2)cc1)c1ccc(Cl)c([N+](=O)[O-])c1,25,-8,-3,-11,9,1,1,-11,-14,2,7
Cc1ccc2cccc(OCc3ccccc3)c2n1,-16,-3,16,-28,4,x,-10,3,5,8,16
Cc1cc(C(=O)NC(Cc2ccccc2)C(=O)O)c(C)o1 (stereo unspecified),-7,9,10,0,-2,-4,-9,9,2,3,17

# An excerpt from above in order of molecular weight, lowest first:
SMILES,TROY signal inh,TWEAK Fn14 block,NCOA1 inh,CF NFkB inh,KKLEB cytotox,EBV LMP1 NFkB,TRAIL sens C8,NR2F2 inh,NR5A2 inv ag,NCOA2 inhibitor,NCOA3 inh
Cc1ccc2cccc(OCc3ccccc3)c2n1,-16,-3,16,-28,4,x,-10,3,5,8,16
CCn1cc(/C=N/NC(=O)c2ccc3c(c2)OCO3)cn1,-23,15,-34,3,-10,-3,-1,-16,-39,4,-5
COc1ccc(-c2cc(-c3ccccc3)nc(SCC(=O)Nc3nccs3)c2C#N)cc1,-51,-14,8,11,-29,-12,4,4,-2,-6,-2
O=C(Nc1ccc(S(=O)(=O)Nc2cnc3ccccc3n2)cc1)c1ccc(Cl)c([N+](=O)[O-])c1,25,-8,-3,-11,9,1,1,-11,-14,2,7

# Additional structures:
SMILES,TROY signal inh,TWEAK Fn14 block,NCOA1 inh,CF NFkB inh,KKLEB cytotox,EBV LMP1 NFkB,TRAIL sens C8,NR2F2 inh,NR5A2 inv ag,NCOA2 inhibitor,NCOA3 inh
COC(=O)c1c(C(=O)OC)c(-c2cccc(F)c2)n2c1CS(=O)(=O)C2,-10,21,3,9,-3,-8,5,4,8,4,3
N#Cc1ccc(Cl)cc1NC(=O)CSc1cccc[n+]1[O-],5,2,5,-28,-3,-9,11,3,-4,-14,-5
CC(=O)Cn1cnc2c(sc3nc(C)cc(C)c32)c1=O,-27,-14,-39,11,-5,-16,-6,1,-35,-25,-13
Cc1ccc(N2C(=O)C3CC3C2=O)cc1 (stereo unspecified),17,-5,-35,-4,7,12,2,7,16,-11,18
CCc1ccc(Nc2ncccc2C#N)cc1,-35,-16,-72,-20,-8,-12,8,-14,-25,-18,-28
COc1ccccc1C(=O)Nc1sc2c(c1C(N)=O)CCCC2,-22,-16,-8,-2,1,-29,-10,-12,18,-36,-11
COC(=O)C(C)SC1=N/C(=C/c2ccc(-n3cncn3)cc2)C(=O)N1 (stereo unspecified),28,42,5,40,-19,-1,3,3,10,-17,14
O=C(CN(C(=O)c1csnn1)c1ccccc1F)NC1CCCCC1,0,-19,-52,4,-7,-3,-10,-22,-9,-10,-4

# Screening results as filed in PubChem BioAssay.

# Compounds were not picked by outcome; overall some 4.2% were active at least once.
